ZTA counter – counter-screen for EBNA-1 inhibitors: inhibitors of Epstein-Barr virus ZTA; P03206; 320,000 tested, 0.15% active; AID 2234; ZTA-DNA binding, fluorescence polarization; inhibition, % at 11 µM; in the data active = inhibition above about 33%
Target sequence (P03206 whole entry, looked up): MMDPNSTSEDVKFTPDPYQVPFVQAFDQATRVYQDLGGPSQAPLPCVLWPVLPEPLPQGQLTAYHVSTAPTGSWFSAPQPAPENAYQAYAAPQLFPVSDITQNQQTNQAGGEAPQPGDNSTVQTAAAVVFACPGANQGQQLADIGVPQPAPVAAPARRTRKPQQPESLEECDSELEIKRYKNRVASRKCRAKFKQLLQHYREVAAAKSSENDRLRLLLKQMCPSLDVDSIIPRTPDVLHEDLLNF
Yeast superoxide – caloric restriction mimetics inhibiting age-related superoxide in yeast; AID 2690; superoxide response (% of plate mean), % at 10 µM; S. cerevisiae aged cells, superoxide DHE fluorescence; stronger effect = lower value; 330,000 tested, 0.18% active;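 active = superoxide response under a set limit, about three screen SD below normal, cut at about 65% in these data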;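 also: yeast aged for seven days with compound at 30 °C before DHE staining; 100% = average MFI of all compound-treated wells on the plate with controls excluded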
GASC-1 inh – blocks human GASC-1 demethylase activity | Q9H3R0 | 330,000 tested, 0.069% active | inhibition, % at 2.35 µM | GST-JMJD2C(1-420) H3K9me3 demethylation, DELFIA europium;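 active = more than half of a compound's replicate wells show inhibition beyond 50%, single wells judged on their own value; inconclusive = some, but no more than half, of replicates pass 50% inhibition; inactive = no replicate passes 50% inhibition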;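 also: signal counts dimethyl H3K9 product captured on neutravidin plate; 0% = median of DMSO wells and 100% = 0.3 times that DMSO median; strong numbers were not always called active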
TPT1 inhibitor – blocks Candida albicans tRNA 2'-phosphotransferase; recombinant caTPT1, FP RNA substrate dephosphorylation; inhibition, % at 5 µM; 300,000 tested, 0.81% active; AID 1962;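 active = inhibition above the mean of all tested compounds plus 3 SD, set per screening campaign, cut at about 24% in these data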;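 also: plate controls were DMSO alone for no effect and ferristatin control at 100 nM for full effect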
EBNA-1 inh – blocks EBNA-1 binding to DNA. EBNA-1 DNA binding, fluorescence polarization. inhibition, % at 14.8 µM. 300,000 tested, 0.34% active. AID 1950; in the data active = inhibition above about 28%
PP1 counter – PP1-alpha (human) inhibition in PP5 counter-screen | P62136 | purified PP1alpha, OMFP fluorescence | inhibition, % at 6.7 µM | 320,000 tested, 0.9% active | AID 2235;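 active = inhibition above the mean inhibition of all tested compounds plus 3 SD, computed separately for each screening campaign, cut at about 15% in these data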
Target sequence (P62136 whole entry, looked up): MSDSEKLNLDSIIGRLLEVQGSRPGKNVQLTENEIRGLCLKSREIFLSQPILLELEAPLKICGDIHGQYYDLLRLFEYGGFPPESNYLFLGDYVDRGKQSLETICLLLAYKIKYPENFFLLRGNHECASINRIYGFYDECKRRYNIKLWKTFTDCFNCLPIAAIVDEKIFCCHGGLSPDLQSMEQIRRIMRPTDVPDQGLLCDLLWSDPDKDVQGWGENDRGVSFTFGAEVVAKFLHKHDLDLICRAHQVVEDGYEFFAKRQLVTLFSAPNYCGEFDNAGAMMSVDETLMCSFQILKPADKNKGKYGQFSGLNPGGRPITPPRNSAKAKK
core dimer inh – HCV core protein dimerization inhibition | TR-FRET GST/Flag-core106 dimerization, 1536-well | inhibition, % at 5 µM | 300,000 tested, 0.33% active | AID 1899;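 active = inhibition above the mean of all tested compounds plus 3 SD, set per screening campaign, cut at about 45% in these data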
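System: GST-tagged and Flag-tagged HCV core protein residues 1-106 / Input: core106 proteins, GST 13.5 nM and Flag 17 nM / Buffer or medium: KF-containing HEPES buffer, pH 7.45, DTT, CHAPS, BSA / Probe or stimulus: Eu-anti-GST and XL665-anti-Flag labelled anti-tag antibodies / Schedule: 4 h, 22.5 °C incubation / Technique: TR-FRET 671 and 617 nm emission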
PP5 primary – blocks human protein phosphatase 5 activity; inhibition, % at 6.7 µM; purified PP5c, OMFP substrate fluorescence; AID 1987; 320,000 tested, 0.18% active; P53041;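 active = inhibition above the campaign's mean inhibition across all tested compounds plus 3 SD, cut at about 9.5% in these data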;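 also: 0% = DMSO only and 100% = 100 µM cantharidin control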
Target sequence (P53041 whole entry, looked up): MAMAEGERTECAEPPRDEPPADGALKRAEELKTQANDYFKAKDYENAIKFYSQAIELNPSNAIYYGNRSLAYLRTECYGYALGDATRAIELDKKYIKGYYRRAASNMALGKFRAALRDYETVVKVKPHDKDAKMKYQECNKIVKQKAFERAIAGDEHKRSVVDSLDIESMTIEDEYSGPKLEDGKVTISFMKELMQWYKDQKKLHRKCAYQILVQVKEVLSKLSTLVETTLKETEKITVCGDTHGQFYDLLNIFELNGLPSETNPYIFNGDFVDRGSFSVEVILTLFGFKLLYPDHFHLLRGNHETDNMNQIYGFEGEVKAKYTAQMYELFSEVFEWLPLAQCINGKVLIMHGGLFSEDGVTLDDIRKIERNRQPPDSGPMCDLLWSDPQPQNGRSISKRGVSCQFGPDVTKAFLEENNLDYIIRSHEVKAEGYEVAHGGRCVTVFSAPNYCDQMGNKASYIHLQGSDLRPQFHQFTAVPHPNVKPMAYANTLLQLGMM
CTSL1 counter – blocks F. hepatica cathepsin L1 in PFM18AAP counter-screen. recombinant F. hepatica cathepsin L1, Z-Leu-Arg-MCA fluorescence. 300,000 tested, 0.49% active. inhibition, % at 5.96 µM;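 active = inhibition above the mean of all tested compounds plus 3 SD, set per screening campaign, cut at about 17% in these data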;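 also: 0% = plate median of test compound wells and 100% = 1 µM Z-Phe-Ala-diazomethylketone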
An asterisk follows results filed as active; ? = inconclusive; . = no result given; & = joins results of further samples.

No.	mol	ZTA counter	Yeast superoxide	GASC-1 inh	TPT1 inhibitor	EBNA-1 inh
1	COc1ccccc1Cc1nc(-c2ccc(Br)o2)no1	6	101	5	3	5
2	CCC1CCCCN1CCCNC(=O)c1ccc2c(=O)n(Cc3ccc(OC)cc3)c(=O)[nH]c2c1 (configuration not stated)	2	90	8	-4	12
3	Cn1c(SCC(=O)NC(=O)NCc2ccco2)nnc1C(F)(F)F	4	84	2	-1	2
4	c1ccc(C(c2ccccc2)N2CCN(Cc3nnnn3C3CCCCC3)CC2)cc1	8	90	-7	4	5
5	CCCOc1ccc(C(CC(=O)O)NC(=O)Cc2ccccc2)cc1 (configuration not stated)	0	97	4	0	11
6	O=C(NC(NC(=S)Nc1ccccc1O)C(Cl)(Cl)Cl)c1ccco1 (configuration not stated)	-15	83	-5	1	4
7	CNC(=S)N(CCO)Cc1cc2cc3c(cc2[nH]c1=O)OCCO3	-17	148	-14	-1	0
8	CCOC(=O)CNC(=O)c1sc(NC(=O)/C=C/c2ccccc2)nc1C	4	84	8	-4	2
9	COc1cc(S(=O)(=O)N2CCN(c3ccccc3)CC2)ccc1F	-19	109	1	5	-16
10	Cc1nc2ccccn2c1C(=O)CSc1cccc(Cl)c1	-9	91	9	0	-8
11	Cc1cc(OCC(=O)Nc2ccccc2F)nc(C(C)C)n1	-6	105	-8	-1	7
12	CCCc1cc2c(=O)c(-c3ccc4c(c3)OCCO4)coc2cc1OC(=O)c1ccco1	-4	116	-22	-2	-5

No.	PP1 counter	core dimer inh	PP5 primary	CTSL1 counter
1	-2	3	1.6	-3
2	-2	-2	-0.6	6
3	1	0	2.4	-1
4	1	5	5.4	-1
5	-1	0	-2.6	0
6	4	-10	1.4	-2
7	4	-16	0.9	8
8	4	-9	-2.7	-1
9	-5	-3	2.0	1
10	0	5	-1.1	1
11	-3	3	-2.7	-1
12	-5	-8	1.7	2

Continued.
No.	mol	ZTA counter	Yeast superoxide	GASC-1 inh	TPT1 inhibitor	EBNA-1 inh
13	Cc1ccsc1-c1nc(CN2CCN(C)C(=O)[C@@H]2C)c(C)o1	-10	109	-10	1	-14
14	Cc1ccc(S(=O)(=O)Nc2cc(C(=O)O)ccc2N2CCCCC2)cc1	1	105	-6	-1	-3
15	COC(=O)c1ccc(NC(=O)c2ccccc2-c2ccccc2C(=O)O)cc1	14	87	16	-4	-6
16	CCOC(=O)c1ccc(NC(=O)C2=C(C)Nc3nc(CCCO)nn3C2c2ccc(OC)cc2)cc1 (configuration not stated)	-4	97	?	-1	8
17	O=C(Cc1c(F)cccc1Cl)NNC(=O)c1ccccc1Cl	-10	89	3	.	.
18	O=C(NNc1nc(N2CCOCC2)nc(N2CCOCC2)n1)Nc1ccc(Cl)cc1	-7	91	3	-4	8
19	COC(=O)c1cc(=O)n(Cc2ccc(F)cc2)c(=NCc2ccc(F)cc2)s1	-1	103	-6	0	4
20	COc1ccc(C)cc1NC(=O)CSc1nnc(-c2ccco2)n1Cc1ccco1	-10	98	3	1	9
21	O=C(COc1cccc(Br)c1)N/N=C/C(=O)c1ccccc1	1	81	-7	0	-3
22	CCN(CC)C(=O)Cn1cc(S(=O)(=O)CC(=O)Nc2cc(OC)ccc2OC)c2ccccc21	-2	72	-5	-3	-7
23	O=C(Nc1ccc(N2C(=O)C3C4C=CC(C4)C3C2=O)cc1)Nc1cccnc1 (configuration not stated)	21	93	4	-8	6
24	S=C(NCCN1CCOCC1)N/N=C/c1c2ccccc2cc2ccccc12	5	122	1	38*	12

No.	PP1 counter	core dimer inh	PP5 primary	CTSL1 counter
13	-6	2	-4.3	0
14	-4	8	0.9	0
15	-4	3	-0.4	0
16	-2	-12	3.0	-2
17	0	.	0.6	.
18	-2	-5	0.0	-1
19	-2	1	0.0	-5
20	1	0	1.6	-4
21	1	4	0.9	-6
22	-1	-7	0.8	1
23	-3	-3	-1.4	-1
24	-2	-13	-0.1	1

Continued.
No.	mol	ZTA counter	Yeast superoxide	GASC-1 inh	TPT1 inhibitor	EBNA-1 inh
25	Cc1cccc(NC(=O)CSc2nnc(CSc3nc(C)cc(C)n3)n2Cc2ccco2)c1	-1	105	1&7	3	-8
26	CC1Sc2ccc(S(=O)(=O)CCC(=O)N3CCN(c4ccccc4)CC3)cc2NC1=O (configuration not stated)	-4	112	3	-2	4
27	Cc1c(C(c2cccc(O)c2)c2c(C)n(C)n(-c3ccccc3)c2=O)c(=O)n(-c2ccccc2)n1C	14	94	-28	-3	5
28	COc1ccccc1C1CCN(Cc2ccc(C)cc2)CC1	-11	102	-2	4	-3
29	C=CC(C)(C)c1cc2cc3ccoc3cc2oc1=O	5	106	2	-2	-2
30	COc1ccc(S(=O)(=O)N2CCCOC2CNC(=O)C(=O)NCc2ccccn2)cc1 (configuration not stated)	9	99	2	-7	3
31	CCOC(=O)c1c(C)n(C)c2ccc(O)c(CN(C)C)c12	2	92	3	-1	-6
32	Cc1ccc(NS(=O)(=O)c2ccc(C(=O)NCc3ccccn3)cc2)cc1	3	107	-4	1	-8
33	c1ccc(Oc2cccc(OCCn3cncn3)c2)cc1	8	105	4	-1	-4
34	CCCCNC(=O)CSc1nc2ccccc2n1S(=O)(=O)c1ccc(Br)cc1	-20	107	-2	-3	-5
35	O=C(c1c[nH]c(=O)n(-c2ccccc2)c1=O)N1CCc2ccccc21	-4	103	-44	-2	1
36	CC(C)(C)OC(=O)N1CCN(C(=O)c2ncn(Cc3ccccc3)c2C(=O)N2CCN(C(=O)OC(C)(C)C)CC2)CC1	-12	77	2	.	.

No.	PP1 counter	core dimer inh	PP5 primary	CTSL1 counter
25	-3	7	3.0	14
26	-1	-6	-0.2	0
27	-1	1	-0.4	-1
28	-2	5	0.8	-5
29	2	7	1.3	0
30	-3	-1	2.9	2
31	-4	2	1.1	-2
32	2	6	2.9	1
33	-3	4	-1.0	-2
34	-4	-15	2.5	-3
35	0	-3	4.6	-3
36	-5	.	-1.1	.

Four of these compounds in a different format.
nr | compound | ZTA counter | Yeast superoxide | GASC-1 inh | TPT1 inhibitor | EBNA-1 inh | PP1 counter | core dimer inh | PP5 primary | CTSL1 counter
32 | Cc1ccc(NS(=O)(=O)c2ccc(C(=O)NCc3ccccn3)cc2)cc1 | 3 | 107 | -4 | 1 | -8 | 2 | 6 | 2.9 | 1
33 | c1ccc(Oc2cccc(OCCn3cncn3)c2)cc1 | 8 | 105 | 4 | -1 | -4 | -3 | 4 | -1.0 | -2
34 | CCCCNC(=O)CSc1nc2ccccc2n1S(=O)(=O)c1ccc(Br)cc1 | -20 | 107 | -2 | -3 | -5 | -4 | -15 | 2.5 | -3
35 | O=C(c1c[nH]c(=O)n(-c2ccccc2)c1=O)N1CCc2ccccc21 | -4 | 103 | -44 | -2 | 1 | 0 | -3 | 4.6 | -3

The listing continues.
No.	mol	ZTA counter	Yeast superoxide	GASC-1 inh	TPT1 inhibitor	EBNA-1 inh
37	CCOC(=O)C1(CCOC)CCN(Cc2nc(C(C)C)cs2)CC1	-7	99	16	-8	5
38	CCC(CC)N=C1NS(=O)(=O)c2cc([N+](=O)[O-])ccc21	-12	99	2	-1	-3
39	Cc1cccc(NC(=O)N2CCC(C(=O)c3ccc(F)cc3)CC2)c1	-21	102	-3	1	-15
40	COc1ccccc1/C=C(/CC(=O)NCc1ccccc1)c1nc2ccccc2s1	-2	97	-1	2	10
41	CC(=O)c1cnc2nc(SCc3cccc(C)c3)nn2c1C	4	111	10	4	2
42	CCOC(=O)C1=C(COC(=O)/C=C/c2cccc(Br)c2)NC(=O)NC1C (configuration not stated)	-6	104	0	.	.
43	CN(C)CCCN1C(=O)CSC1c1ccccc1 (configuration not stated)	0	105	-11	0	6
44	COc1ccc(OC)c(CNC(=O)CCn2nc(C)c3c(C)n(-c4ccccc4)nc3c2=O)c1	2	126	-11	1	-17
45	O=C(COc1ccccc1Br)c1ccc(O)cc1O	-2	98	3	3	-8
46	CCc1ccc(NC(=O)CC2C(=O)N(c3cccc(OC)c3)C(=O)N2CCOC)cc1 (configuration not stated)	1	95	0	1	-4
47	Cc1c[nH]c2cccc(OCC(O)CNC(C)(C)C)c12 (configuration not stated)	-8	91	5	1	3
48	O=C(Nc1cc2c3c(c1)CC(=O)N3CCC2)c1ccc(F)cc1	-11	92	4	-2	2

No.	PP1 counter	core dimer inh	PP5 primary	CTSL1 counter
37	-2	-1	-1.2	0
38	-1	2	1.8	-1
39	1	5	1.0	-1
40	5	49*	1.0	5
41	-1	0	1.0	3
42	-1	.	1.9	.
43	-3	-6	-1.7	-1
44	-5	12	-0.2	2
45	0	1	1.0	1
46	-2	-1	0.8	-4
47	0	-2	1.7	3
48	0	-6	2.5	-3

Compounds 47 through 48 of the list above:
No.	mol	ZTA counter	Yeast superoxide	GASC-1 inh	TPT1 inhibitor	EBNA-1 inh
47	Cc1c[nH]c2cccc(OCC(O)CNC(C)(C)C)c12 (configuration not stated)	-8	91	5	1	3
48	O=C(Nc1cc2c3c(c1)CC(=O)N3CCC2)c1ccc(F)cc1	-11	92	4	-2	2

No.	PP1 counter	core dimer inh	PP5 primary	CTSL1 counter
47	0	-2	1.7	3
48	0	-6	2.5	-3

(further entries)
No.	mol	ZTA counter	Yeast superoxide	GASC-1 inh	TPT1 inhibitor	EBNA-1 inh
49	COc1ccc(CN(C(=O)/C=C/c2ccccc2Cl)C2CCS(=O)(=O)C2)cc1 (configuration not stated)	-4	100	2	-2	-11
50	CC(C)N(C(=O)Cn1c(SCC(=O)Nc2nccs2)nc2ccccc21)C(C)C	4	98	13	1	-8
51	CCn1c(SCC(=O)N(C)C)nc2cc(S(=O)(=O)N3CCOCC3)ccc21	11	92	-20	2	3
52	Nc1c(-c2ccccn2)cnn1-c1nc(-c2ccc(F)cc2)cs1	6	98	5	2	2
53	CC(C)Cc1nnc(NC(=O)c2cccc(S(=O)(=O)N3CCOCC3)c2)s1	-9	107	4	.	.
54	COc1ccc(N2CCN(C(=O)CCN3C(=O)c4ccccc4S3(=O)=O)CC2)cc1	15	116	-3	-10	2
55	CCN(CC)CCN(C(=O)c1ccc(Br)s1)c1nc2cc3c(cc2s1)OCO3	-10	91	3	-2	-15
56	O=C(NC1CCCCC1)C(c1ccccc1F)N(C(=O)c1csnn1)C1CCCC1 (configuration not stated)	-16	97	-50	-1	-11
57	CSc1nc(N)nc(N(C)C)n1	2	105	0	2	-9
58	O=C(Nc1ccc(Cn2cccn2)cc1)c1ccc(COc2ccc(Br)cc2)cc1	13	100	1	-1	19
59	COc1cc(NC(=O)c2cccc(C)c2)c(Cl)cc1[N+](=O)[O-]	3	108	-5	-2	7
60	COc1ccccc1CNCc1cc(OC)c(OC)c(OC)c1	-1	104	-20	-30	9

No.	PP1 counter	core dimer inh	PP5 primary	CTSL1 counter
49	-2	1	3.5	3
50	-3	5	-0.3	0
51	-5	-3	-2.0	-1
52	2	6	0.8	2
53	-1	.	1.5	.
54	-4	-3	1.3	0
55	-3	-3	3.5	2
56	1	1	2.0	-1
57	-2	2	-2.6	5
58	4	3	-1.0	-2
59	0	1	-0.1	2
60	-3	0	3.1	4

Printed as active in core dimer inh, of those listed so far:
no.	molecule	GASC-1 inh	TPT1 inhibitor	EBNA-1 inh	core dimer inh	PP5 primary
40	COc1ccccc1/C=C(/CC(=O)NCc1ccccc1)c1nc2ccccc2s1	-1	2	10	49*	1.0

From PubChem BioAssay
